High-throughput results (PubChem)
MBNL1-CUG inh – blocks human MBNL1 binding to CUG repeat RNA; Q9NR56; TR-FRET MBNL1-His/biotin-(CUG)12 binding, 665/545 ratio; Potency, µM (series often up to 57.5 µM), for the others: top-dose activity change, negative = inhibition, most hits filed as inhibitors; 0.036% of 280,000 active; active = well fitted inhibition curve with a large enough effect in the signal ratio, with a control signal flat, not every such curve was filed as active; inconclusive = small, poorly fitted or top-dose-only effect, or effect the other way, or a change in a side signal; inactive = no such curve, though single readings can be large or run the other way; the % refers to the signal ratio; note: potency is the fitted concentration of half-maximal effect; % is set by controls: 0 for no effect and ±100 for the full control effect
Target sequence (Q9NR56 whole entry, looked up): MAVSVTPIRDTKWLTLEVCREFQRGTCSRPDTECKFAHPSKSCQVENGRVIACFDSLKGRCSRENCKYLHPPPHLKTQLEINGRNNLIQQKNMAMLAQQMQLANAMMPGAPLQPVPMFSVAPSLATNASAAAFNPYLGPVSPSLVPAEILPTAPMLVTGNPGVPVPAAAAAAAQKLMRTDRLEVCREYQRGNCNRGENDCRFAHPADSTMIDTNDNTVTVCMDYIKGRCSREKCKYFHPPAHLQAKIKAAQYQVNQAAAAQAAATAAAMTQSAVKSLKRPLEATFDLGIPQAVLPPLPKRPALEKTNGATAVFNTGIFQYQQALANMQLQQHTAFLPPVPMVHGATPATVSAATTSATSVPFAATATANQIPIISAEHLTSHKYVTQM
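TR-FRET between His-tagged MBNL1 and biotin-(CUG)12 RNA, detected with Tb anti-His antibody (0.055 ng/ul) and streptavidin-XL665 (5 nM), 60 min at room temperature. Compounds titrated 92 nM to 58 uM; 665/545 nm ratio normalized to buffer and complex controls.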
hERG WT inh – KCNH2 (human, wildtype) channel inhibition; activity change, % at 1.84 µM; AID 720551; U2OS, BacMam KCNH2, thallium flux FluxOr; stronger effect = lower value; 0.37% of 340,000 active;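 active = maximum activity change below -70%; inconclusive = maximum activity change between -70% and -50%; inactive = maximum activity change above -50%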; note: % is set by controls: 0 for no effect and ±100 for the full control effect
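U2OS cells transduced with wild-type KCNH2 virus are loaded with FluxOr dye for 45 min, and thallium flux is measured in kinetic reads before and after stimulation buffer. Rate constants are normalized to DMSO controls.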
TRPV1 ag – activates the human vanilloid receptor TRPV1. Q8NER1. TRPV1-expressing cells, Fluo-8 calcium influx, agonist mode. activation, % at 8.33 µM. 0.19% of 320,000 active. AID 540275; in the data active = activation above about 80%; inconclusive = between about 30% and that limit; note: 0% is about no effect
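Fluo-8 calcium influx in TRPV1-expressing cells, kinetic read (ex 480/em 520 nm). Compound added and read 3 min for agonist activity, followed by capsaicin at EC20 final and 2 min further read for enhancement.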
a7 integrin act – integrin-mediated muscular dystrophy alleviation activation; AID 624291; 0.064% of 350,000 active; alpha7betagal myoblasts, beta-gal FDG fluorescence, 48 h; Potency, µM (top dose mostly 38.3 µM), for the others: at the top dose activation, most hits filed as activators;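 note: potency is the fitted concentration of half-maximal effect; 100% = response of the positive control SU9516; nearly all actives have a fitted effect of over 60% in size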
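Alpha7betagal+/- myoblasts (passage 13) were plated 16-24 hr, then exposed to compounds (1:260 dilution of DMSO stock) for 48 hours at 37C. After MPER lysis, β-galactosidase reporter activity was read as FDG fluorescence (ex 480/em 540) after 30 minutes.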
GALK inhibitor – galactokinase (human) inhibition. P51570. Purified GALK, Kinase-Glo residual ATP luminescence. Potency, µM (series often up to 57.5 µM), for inactives: at the top dose activity change, negative = inhibition, actives largely listed as inhibitors. 0.007% of 270,000 active; note: potency is the fitted concentration of half-maximal effect; % is set by controls: 0 for no effect and ±100 for the full control effect
Target sequence (P51570 whole entry, looked up): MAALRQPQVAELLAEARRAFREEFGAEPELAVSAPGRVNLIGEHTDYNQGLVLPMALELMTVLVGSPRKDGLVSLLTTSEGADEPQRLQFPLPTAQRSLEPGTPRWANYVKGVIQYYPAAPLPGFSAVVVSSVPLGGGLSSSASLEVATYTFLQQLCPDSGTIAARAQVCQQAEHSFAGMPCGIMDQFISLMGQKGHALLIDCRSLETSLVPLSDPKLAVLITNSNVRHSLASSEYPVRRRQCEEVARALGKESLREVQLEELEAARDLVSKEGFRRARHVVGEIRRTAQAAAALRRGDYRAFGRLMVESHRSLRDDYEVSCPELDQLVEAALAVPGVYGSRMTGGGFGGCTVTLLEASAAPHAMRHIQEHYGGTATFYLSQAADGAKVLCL
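5 nM enzyme, 35 uM ATP, 100 uM galactose, 20 mM HEPES pH8.0, 5 mM MgCl2; 1 h RT; residual ATP by Kinase-Glo Plus luminescence, qHTS format.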
CXXC DNA block – MLL CXXC-DNA interaction inhibition; Potency, µM (doses to about 115 µM), for the others: at the highest dose activity change, negative = inhibition, most hits filed as inhibitors; MLL-CXXC / FITC-HOXA9 DNA fluorescence polarization; Q03164; 0.037% of 290,000 active; AID 2662; active = well fitted inhibition curve with a large enough effect in the polarisation, with a control signal flat, not every such curve was filed as active; inconclusive = small, poorly fitted or top-dose-only effect, or effect the other way, or a change in a side signal; inactive = no such curve, though single readings can be large or run the other way; the % refers to the polarisation; note: potency is the fitted concentration of half-maximal effect
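Fluorescence polarization: 7 uM MLL-CXXC (stock) preincubated 5 min with compounds, then 50 nM fluorescein-HOX-A9 DNA (stock) added; 30 min ambient. Buffer 50 mM Tris-HCl pH 7.5, 50 mM NaCl, 1 mM DTT, 0.05% BSA.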
S-ASM inh – human S-ASM enzyme inhibition | placental ASM, HMU-PC fluorogenic substrate, 60 min | P17405 | 0.006% of 340,000 active | Potency, µM (highest dose often 57.5 µM), inactives show top-dose activity change, negative = inhibition, most hits filed as inhibitors; note: potency is the fitted concentration of half-maximal effect
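qHTS format. ASM enzyme prepared from human placenta hydrolyses the fluorogenic substrate HMU-PC0 (9 uM final) over 60 min at 37 °C after a 10 min compound preincubation.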
A-T KAP1 phos – potential ataxia-telangiectasia treatments restoring KAP-1 phosphorylation | […] A-T fibroblasts, KAP-1 phosphorylation AlphaLISA; neocarzinostatin DNA damage 30 min before lysis | Potency, µM (series often up to 57.5 µM), for inactives: at the top dose activation, most hits filed as activators | 0.19% of 320,000 active; note: potency is the fitted concentration of half-maximal effect; % of control where 0% means no effect; nearly all actives have a fitted effect of over 45% in size
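hTERT-immortalized A-T patient fibroblasts ([…]), 500 cells/well in OPTI-MEM, 1% FBS, got compounds for 60 min, then NCS for 30 min at 37C. Lysates were then assayed for phospho-KAP-1 by AlphaLISA (anti-pKAP1 donor, anti-KAP1 acceptor beads), 6 hr at 25C.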
KCNH2 3.1 block – KCNH2 3.1 (human) potassium channel inhibition. U2OS KCNH2 3.1, thallium flux FluxOr; stronger effect = lower value. 0.95% of 340,000 active. activity change, % (tested at about 1.8 µM);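 active = maximum activity change below -70%; inconclusive = maximum activity change from -70% to -50%; inactive = maximum activity change above -50%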;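 note: thallium influx rate constant from kinetic fluorescence after stimulation buffer; % is set by controls: 0 for no effect and ±100 for the full control effect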
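Normalized rate constant (relative to positive and negative DMSO controls) derived from a 2 min kinetic fluorescence read after stimulation; U2OS cells expressing the 3.1 isoform via virus at 1.77 x 10^8 /mL.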
FBPA coupling cs – inhibits coupling enzyme system, counter-screen for aldolase hits | 0.67% of 290,000 active | activity change, negative = inhibition, % at 58.2 µM, hits read low | AID 2472 | coupling enzyme system counterscreen, AmpLite Red fluorescence; in the data active = activity change below about -30%; note: % is set by controls: 0 for no effect and ±100 for the full control effect
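Activity here indicates interference with the coupling reaction, not aldolase inhibition. Compounds at 57.5 uM final met coupling enzymes for 10 min at RT; substrate and AmpLite Red detection followed, with a 525/598 nm fluorescence read after 20 min.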
* hit, by the source's call; u = inconclusive; x = not tested or not shown; & = joins results of further samples; [ ] = dose if it differs, or a comment. Unless noted, calls come from the whole dose curve; as a rule, active = well fitted curve in the direction sought with a large enough effect; inconclusive = small, poorly fitted or top-dose-only effect, or another doubt; inactive = no such curve, though single readings can be large; an effect the other way counts as inactive or inconclusive.

mol,MBNL1-CUG inh,hERG WT inh,TRPV1 ag,a7 integrin act,GALK inhibitor,CXXC DNA block,S-ASM inh,A-T KAP1 phos,KCNH2 3.1 block,FBPA coupling cs
CCSC1(SCC)N=C(N)C2(C#N)C(c3ccccc3)NC(C)=CC12C#N (stereo not given),-3.9%,-9.3,-1.3,-20.2%,1.1%,6.8%,3.7%,-7.6%,6.5,2.0
CCc1nnc(NC(=O)CN2CCN(Cc3cccc(Cl)c3)CC2)s1,-13.7%,-4.6,-3.8,9.3%,-1.7%,0.3%,2.9%,21.7%,-4.0,0.8
C=CCOc1ccc(/C=C/C(=O)OCC(=O)NCCc2ccccc2)cc1,x,26.0,2.3,-1.7%,x,x,-7.9%,2.6%,-2.7,x
COc1ccc(C(=O)Nc2ccc3oc(-c4cccc(Cl)c4)cc(=O)c3c2O)cc1,-8.8%,-11.6,7.9,0.0%,0.7%,9.5%,-0.6%,-8.1%,-12.2,-1.3
CCOC(=O)C(NC(C)=O)(NS(=O)(=O)c1ccccc1)C(F)(F)F (stereo not given),1.6%,9.2,-1.6,15.3%,-1.3%,1.3%,2.0%,-0.3%,7.5,2.1
O=C(CCCn1c(SCc2cc(=O)n3cc(Cl)ccc3n2)nc2ccccc2c1=O)NCC1CCCO1 (stereo not given),132.2%,11.4,-3.3,-24.8%,-1.4%,3.6%,22.5%,5.6%,3.0,-2.7
CCOc1ccc(NS(=O)(=O)c2ccc(C(=O)NCCCN3CCCC3=O)cc2)cc1,2.2%,-2.1,-1.9,24.8%,-3.7%,37.7%[activator],3.3%,3.1%,17.6,x
Cc1cccc(NS(=O)(=O)c2ccc(C)c(C(=O)NCc3cccnc3)c2)c1,x,-9.3,x,0.0%,x,x,0.6%,18.0%,3.1,x
COc1ccc(-c2noc(CCC(=O)N3CCN(c4cccc(F)c4)CC3)n2)cc1,x,8.7,x,10.1%,x,x,-22.5%,2.5%,-1.6,x
CCC(=O)Nc1ccc(F)c(Cl)c1,-2.2%,17.4,1.1,13.0%,-6.6%,-5.4%,-0.4%,6.6%,0.3,3.5
Cc1ccc(-c2cnc(SCCNC(=O)c3ccco3)[nH]2)cc1,x,16.6,14.3,-2.3%,x,x,-1.2%,2.5%,-19.2,x
Cc1oc2ccc(OC(C(=O)O)c3ccccc3)cc2c1C(=O)O (stereo not given),-1.9%,-7.9,-1.4,-6.7%,x,2.4%,6.3%,8.6%,-4.7,-13.6
COC(=O)c1nn(-c2ccccc2)c(Sc2ccc(Cl)cc2)c1/C=N/O,-5.2%,-7.1,-0.3,-6.3%,-2.4%,-1.4%,-21.1%,0.6%,-8.7,-0.6
CCOc1ccccc1C(=O)Nc1ccc(S(=O)(=O)N2CCN(C)CC2)cc1,-6.5%,-8.3,-0.1,0.0%,-2.8%,-10.0%,1.6%,-2.6%,-18.4,2.6
C=CCOc1ccccc1CNc1ccccc1C,-2.6%,-2.5,-0.9,-0.8%,x,12.3%,1.2%,5.5%,-4.1,-2.6
Cc1ccc(C(=O)NCC(c2ccco2)N2CCc3ccccc3C2)cc1C (stereo not given),x,-11.4,18.1,-21.1%,x,x,1.2%,-1.8%,-7.6,x
O=C1C2C3C=CC(CO)(O3)C2C(=O)N1c1ccccc1-c1ccccc1 (stereo not given),-7.0%,3.6,0.1,-66.1%[inhibitor],-0.4%,-1.5%,-0.2%,-1.5%,-6.6,-2.8
CC1CC(C)(C)n2c(O)c(N=NC(N)=S)c3cccc1c32 (stereo not given),5.5%,x,23.8,-8.4%,-1.2%,-8.8%,-10.7%,12.6µM*,-0.4,-15.9
CCCCCCOc1cccc(N)c1,7.0%,0.1,7.1,1.0%,0.2%,12.1%,0.3%,5.3%,9.1,-3.8
Cc1cc(C(=O)CCC(=O)N(C)CC(=O)Nc2c(Cl)cccc2Cl)c(C)s1,x,-15.5,2.5,-8.6%,x,x,-0.4%,0.1%,3.6,x
COc1cc(OC)c(/C=N/NC(=O)Cn2nc([N+](=O)[O-])cc2C)c(OC)c1,1.9%,0.5,-1.8,-5.3%,x,-0.2%,4.0%,-13.6%,-2.9,-1.5
O=C(O)c1cccnc1SCc1ccccc1Cl,u,2.5,-0.3,-14.6%,10.0%,7.0%,4.7%,9.0%,4.3,15.4
O=C(CC1SC(=O)N(c2ccccc2)C1=O)Nc1cccc2ccccc12 (stereo not given),9.8%,-10.3,-6.0,-14.9%,-0.3%,40.8%[activator],-4.4%,2.8%,-0.2,2.7
C/C(CC(=O)Nc1ccc(C)c(Cl)c1)=N\NC(=O)Cc1ccccc1,x,8.9,-1.1,9.8%,0.9%,-0.7%,-0.4%,-1.4%,9.0,1.2
COC(=O)C1CSC(C(=O)OC)N1C(=O)CN1CCN(c2ccc(OC)cc2)CC1 (stereo not given),-2.5%,x,-3.1,-38.6%,6.9%,9.3%,-0.3%,-2.8%,10.1,0.7
CCOC(=O)N1CCN(C(=O)COC(=O)c2cc(Cl)c(O)c(Cl)c2)CC1,6.5%,-6.2,-0.5,-13.4%,-4.0%,16.8%,5.3%,-1.9%,-28.3,-1.1
O=C(CN(c1ccc(F)cc1)S(=O)(=O)c1ccccc1)NCc1ccco1,-7.8%,-5.4,2.0,-2.7%,6.7%,8.6%,1.1%,-12.6%,58.3,2.2
Cc1ccc([N+](=O)[O-])cc1N=C(c1ccc([N+](=O)[O-])cc1)N1CCOCC1,u,16.4,u,-17.6%,0.1%,10.0%,-2.2%,-2.1%,18.8,-0.5
COc1cccc(NC(=S)Nc2ccc(Br)cc2Cl)c1,x,3.0,8.1,-10.7%,-2.6%,-5.6%,-0.2%,-4.5%,7.4,2.3
N#Cc1nc(COc2cccc(Cl)c2)oc1NCCN1CCOCC1,-14.3%,22.0,14.2,12.9%,x,10.5%,1.5%,-6.1%,11.3,-0.3
C=CCONC(=O)c1cc(OCC(F)(F)F)ccc1OCC(F)(F)F,11.2%,-19.0,4.0,41.0%,1.1%,-0.4%,-0.8%,-1.2%,5.4,2.5
CC(Cc1ccccc1)C(=O)N[C@@H](CO)Cc1ccccc1 (stereo not given in full),-29.6%,2.3,0.2,38.1%,x,4.9%,-1.2%,4.8%,2.5,-1.2&-2.2
O=C(COC(=O)c1ccc(Br)o1)NCc1ccc(F)cc1,x,-7.7,u,-19.6%,x,x,-2.1%,-3.2%,2.0,x
CC1CCCCN1S(=O)(=O)CCNC(=O)c1ccccc1 (stereo not given),x,-3.7,-2.0,8.3%,x,x,3.6%,-2.1%,-7.9,x
O=C(CCc1nc2sc3c(c2c(=O)[nH]1)CCCC3)NCCc1ccc(F)cc1,30.0%,9.5,1.1,u,7.1%,u,-2.6%,6.9%,5.5,1.7
O=Cc1ccccc1-c1cn(CCCOCc2ccccc2)nn1,-8.5%,-5.5,0.2,7.4%,x,2.9%,9.7%,-1.5%,-4.3,1.9
CCCn1c(=O)c2ccccc2n2c(SCCOc3ccc(Cl)cc3)nnc12,-4.2%,-11.0,-0.2,14.0%,-1.6%,18.8%,-0.8%,15.4%,-7.5,0.7
Cc1ccc2[nH]cc(CCNC(=O)c3ccc([N+](=O)[O-])cc3)c2c1,u,9.8,13.9,-1.7%,0.2%,13.1%,-1.8%,-8.3%,-11.4,-0.4

Whole records, looked up by structure. Order of values: MBNL1-CUG inh, hERG WT inh, TRPV1 ag, a7 integrin act, GALK inhibitor, CXXC DNA block, S-ASM inh, A-T KAP1 phos, KCNH2 3.1 block, FBPA coupling cs
Record of `C=CCONC(=O)c1cc(OCC(F)(F)F)ccc1OCC(F)(F)F` → 11.2%, -19.0, 4.0, 41.0%, 1.1%, -0.4%, -0.8%, -1.2%, 5.4, 2.5
Record of `CC(Cc1ccccc1)C(=O)N[C@@H](CO)Cc1ccccc1` (stereo not given in full) → -29.6%, 2.3, 0.2, 38.1%, x, 4.9%, -1.2%, 4.8%, 2.5, -1.2&-2.2
Record of `O=C(CN(c1ccc(F)cc1)S(=O)(=O)c1ccccc1)NCc1ccco1` → -7.8%, -5.4, 2.0, -2.7%, 6.7%, 8.6%, 1.1%, -12.6%, 58.3, 2.2
Record of `Cc1ccc([N+](=O)[O-])cc1N=C(c1ccc([N+](=O)[O-])cc1)N1CCOCC1` → u, 16.4, u, -17.6%, 0.1%, 10.0%, -2.2%, -2.1%, 18.8, -0.5
